PLK1 PBD inh = blocks phosphopeptide binding to human PLK1 polo-box domain; P53350; Plk1 PBD binding of FITC phosphopeptide, fluorescence polarization; Potency, µM, inactives show max response, negative = inhibition, most hits filed as inhibitors; 360,000 tested, 2.8% active; AID 720504; note: potency is the fitted concentration of half-maximal effect; series mostly up to about 57 µM; % is set by controls: 0 for no effect and ±100 for the full control effect; nearly all actives have a fitted effect of over 65% in size
Target sequence (P53350 whole entry, looked up, the tested form may be a part): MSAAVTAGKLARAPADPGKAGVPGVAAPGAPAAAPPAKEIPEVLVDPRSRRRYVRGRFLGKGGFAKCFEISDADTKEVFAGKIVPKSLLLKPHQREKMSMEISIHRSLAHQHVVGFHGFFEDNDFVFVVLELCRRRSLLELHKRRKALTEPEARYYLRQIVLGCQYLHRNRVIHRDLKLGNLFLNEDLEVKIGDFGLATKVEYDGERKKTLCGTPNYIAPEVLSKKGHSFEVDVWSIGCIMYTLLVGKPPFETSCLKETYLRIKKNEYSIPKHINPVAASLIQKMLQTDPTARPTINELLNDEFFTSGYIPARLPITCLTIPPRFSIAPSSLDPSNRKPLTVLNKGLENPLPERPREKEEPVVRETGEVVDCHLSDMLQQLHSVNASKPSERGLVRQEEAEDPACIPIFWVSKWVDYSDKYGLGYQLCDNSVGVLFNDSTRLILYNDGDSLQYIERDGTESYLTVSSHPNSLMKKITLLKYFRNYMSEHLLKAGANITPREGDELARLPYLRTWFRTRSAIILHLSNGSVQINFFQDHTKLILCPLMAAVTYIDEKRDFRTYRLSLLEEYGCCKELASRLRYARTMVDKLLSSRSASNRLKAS
Abeta rescue = A-beta toxicity reversal in yeast. yeast expressing A-beta42, growth rescue, OD600, 48 h; response scale: 0% DMSO, 100% iron-clioquinol control. Potency, µM (titrated, usually from 46.1 µM), for inactives: at the top dose growth rescue, usual class: activators. 410,000 tested, 0.063% active; note: potency is the fitted concentration of half-maximal effect; nearly all actives have a fitted effect of over 55% in size
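Growth rescue measured by 600 nm absorbance after 48 h yeast culture at 30 C with compound. Values normalized between DMSO and an equimolar ferric chloride plus clioquinol control.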
WRN inhibitor = blocks human WRN helicase; Q14191; WRN helicase unwinding, fluorescent forked duplex, kinetic; Potency, µM (top dose mostly 114 µM), without a hit: top-dose activity change, negative = inhibition, actives largely listed as inhibitors; 360,000 tested, 0.46% active; note: potency is the fitted concentration of half-maximal effect; % is set by controls: 0 for no effect and ±100 for the full control effect; nearly all actives have a fitted effect of over 55% in size
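WRN at 20 nM final was preincubated with compound for 15 min at room temperature; reaction started with 100 nM forked duplex oligonucleotide carrying fluorophore and quencher plus 2 mM ATP (final). Unwinding followed kinetically by red fluorescence (ex 525/em 598 nm).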
IL2 activator = activates IL-2 in a cell-based reporter assay. IL-2 activation reporter assay, cell-based qHTS; stimulated with anti-CD3/CD4/CD28 beads; in transgenic mouse T cells. activation, % (series mostly up to about 46 µM). 360,000 tested, 0.065% active. AID 652025; in the data active = activation above about 50%; inconclusive = mostly about 30% to 49%; note: 0% is about no effect
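Using fluorescent plate cytometry, EGFP and DsRed are detected in transgenic mouse T cells stimulated 18 h at 37 degrees C with antibody-coated beads after 60 min compound pretreatment.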
FUS yeast rescue = rescues growth of FUS-expressing yeast | S. cerevisiae FUS-expressing, growth rescue, OD600, 24 h | Potency, µM (series often up to 76.6 µM), without a hit: top-dose growth rescue (activation), actives largely listed as activators | 390,000 tested, 0.24% active;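 note: potency is the fitted concentration of half-maximal effect; plate controls were DMSO vehicle for no effect and reference control for full effect; nearly all actives have a fitted effect of over 55% in size; some results filed as inactive show a strong effect at the top dose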
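FUS-expressing yeast, raffinose-pregrown, induced in 2% galactose minimal medium at OD 0.005; compounds in a dilution series, 24hr at 30C. Growth restoration read as absorbance at 600 nm. CP55940 positive control, DMSO negative.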
PI5P4Ka inh = PI5P4K alpha (human) kinase inhibition; P48426; PI5P4Kalpha enzyme, ADP-Glo luminescence, 60 min; active compounds read low; max response, %; 330,000 tested, 1.2% active; active = max response of -50% or lower; inconclusive = between -30% and -50%; inactive = -30% or higher; note: value at the top dose of about 77 µM; % is set by controls: 0 for no effect and ±100 for the full control effect
Target sequence (P48426 whole entry, looked up): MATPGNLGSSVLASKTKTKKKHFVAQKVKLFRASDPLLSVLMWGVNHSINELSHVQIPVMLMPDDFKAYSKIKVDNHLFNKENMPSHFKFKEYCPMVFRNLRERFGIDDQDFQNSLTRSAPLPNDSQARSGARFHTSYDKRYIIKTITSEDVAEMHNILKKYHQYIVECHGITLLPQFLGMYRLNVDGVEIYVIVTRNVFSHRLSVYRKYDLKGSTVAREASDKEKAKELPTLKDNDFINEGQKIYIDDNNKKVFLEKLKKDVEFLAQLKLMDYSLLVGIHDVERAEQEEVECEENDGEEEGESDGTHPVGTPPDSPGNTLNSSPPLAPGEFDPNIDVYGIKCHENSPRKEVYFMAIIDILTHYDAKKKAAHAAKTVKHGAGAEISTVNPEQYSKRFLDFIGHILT
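qHTS, 1536-well: enzyme/substrate mix, compound by pin tool, 5 microM ATP final; RT 60 min; ADP-Glo reagents 1 (45 min) then 2 (30 min); luminescence.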
EPAC1 antagonist = blocks human EPAC1 exchange factor. Potency, µM (titrated, usually from 115 µM), for inactives: top-dose activity change, negative = inhibition, most hits filed as inhibitors. 360,000 tested, 0.14% active. EPAC1 GEF assay, Rap1b-BODIPY-GDP exchange fluorescence. O95398. AID 720709;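 note: potency is the fitted concentration of half-maximal effect; plate controls were vehicle for no effect and positive control for full effect; nearly all actives have a fitted effect of over 50% in size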
EPAC1 agonist = agonists of human EPAC1; 360,000 tested, 0.073% active; O95398; EPAC1 agonist qHTS, biochemical assay; response scale: 100% = response to 6.5 mM cAMP; Potency, µM (highest dose often 154 µM), inactives show top-dose activation, usual class: activators; note: potency is the fitted concentration of half-maximal effect; nearly all actives have a fitted effect of over 60% in size
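Read-out is the fluorescence drop as BODIPY-GDP leaves Rap1B (480 nm excitation, 540 nm emission), recorded every 5 minutes over 30 minutes. Reactions held 100 nM EPAC1, 250 nM Rap1B–BODIPY-GDP and 50 uM GDP, with 6.5 mM cAMP setting full activation.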
Numbers without * were called inactive; [ ] = remark or other dose. Unless noted, calls come from the whole dose curve; as a rule, active = well fitted curve in the direction sought with a large enough effect; inconclusive = small, poorly fitted or top-dose-only effect, or another doubt; inactive = no such curve, though single readings can be large; an effect the other way counts as inactive or inconclusive.

For CCOc1cccc(/C=C2\NC(=S)N(c3ccccc3)C2=O)c1O the results were PLK1 PBD inh 3%, Abeta rescue 2%, WRN inhibitor 2%, IL2 activator 0.7, FUS yeast rescue -19%, PI5P4Ka inh -12, EPAC1 antagonist -6% and EPAC1 agonist 10%.
`CCc1cc2cc(C)ccc2nc1SCC(=O)NC1CCCC1` gave PLK1 PBD inh 1%, Abeta rescue 7%, WRN inhibitor -3%, IL2 activator 0.8, FUS yeast rescue 1%, PI5P4Ka inh 8, EPAC1 antagonist 6% and EPAC1 agonist -14%.
Screening O=C(CC(=O)Nc1cccc(Cl)c1Cl)Nc1cccc(Cl)c1Cl returned PLK1 PBD inh 1%, Abeta rescue 5%, WRN inhibitor 0%, IL2 activator 0.1, FUS yeast rescue 14%, PI5P4Ka inh 3, EPAC1 antagonist 7% and EPAC1 agonist 4%.
For COc1cc(/C(C#N)=C/c2ccccc2)c([N+](=O)[O-])cc1OC the results were PLK1 PBD inh -3%, Abeta rescue -16%, WRN inhibitor -2%[57.1 µM], IL2 activator -1.0, FUS yeast rescue 28%, PI5P4Ka inh -2, EPAC1 antagonist 2% and EPAC1 agonist -1%.
For CC(C)CN(C(=O)CSc1nnc2ccccn12)C1CCS(=O)(=O)C1 (centres undefined) the results were PLK1 PBD inh -9%, Abeta rescue -5%, WRN inhibitor 3%, IL2 activator 0.2, FUS yeast rescue -14%, PI5P4Ka inh 2, EPAC1 antagonist 13% and EPAC1 agonist 6%.
Screening Cc1ccccc1NC(=S)NC(NC(=O)c1ccco1)C(Cl)(Cl)Cl (centres undefined) returned PLK1 PBD inh -8%, Abeta rescue 22%, WRN inhibitor -29%[57.1 µM], IL2 activator 0.5, FUS yeast rescue 9%, PI5P4Ka inh -7, EPAC1 antagonist 20% and EPAC1 agonist 13%.
`COC(=O)c1[nH]c2ccccc2c1NC(=O)CN1CCC(C(N)=O)(N2CCCCC2)CC1` gave PLK1 PBD inh -16%, Abeta rescue 17%, WRN inhibitor -9%[57.1 µM], IL2 activator -2.7, FUS yeast rescue -17%, PI5P4Ka inh -2, EPAC1 antagonist -1% and EPAC1 agonist 8%.
For O=C(/C=C/c1ccc(OC(F)F)cc1)OCC(=O)N1CCC(c2ccccc2)=N1 the results were PLK1 PBD inh -4%, Abeta rescue -9%, WRN inhibitor -5%, IL2 activator 2.2, FUS yeast rescue -28%, PI5P4Ka inh 6, EPAC1 antagonist -11% and EPAC1 agonist 15%.
`Nc1c(N2CCCCC2)c(=O)[nH]c(=O)n1-c1ccccc1` gave PLK1 PBD inh -3%, Abeta rescue -5%, WRN inhibitor 10%, IL2 activator -0.6, FUS yeast rescue 25%, EPAC1 antagonist 14% and EPAC1 agonist 0%.
Screening O=C(Cc1ccccc1Cl)N1CCN(c2ncccn2)CC1 returned PLK1 PBD inh -9%, Abeta rescue -5%, WRN inhibitor -5%, IL2 activator 0.8, FUS yeast rescue 30%, PI5P4Ka inh 1, EPAC1 antagonist -5% and EPAC1 agonist 2%.
For CCOc1ccccc1NC(=O)C(OC(=O)c1ccccc1)c1ccccc1 (centres undefined) the results were PLK1 PBD inh -20%, Abeta rescue 13%, WRN inhibitor -31%, IL2 activator 0.3, PI5P4Ka inh 5, EPAC1 antagonist -7% and EPAC1 agonist -2%.
For CC1=NCCN1S(=O)(=O)c1ccc(Br)c(C)c1 the results were PLK1 PBD inh 1%, Abeta rescue 7%, WRN inhibitor 3%, IL2 activator 0.6, FUS yeast rescue -1%, PI5P4Ka inh 0, EPAC1 antagonist 12% and EPAC1 agonist -3%.
Screening Cc1nn(C)cc1/C=C/C(=O)c1ccccc1 returned PLK1 PBD inh -11%, Abeta rescue -43%[inhibitor], WRN inhibitor -2%, IL2 activator -0.8, FUS yeast rescue 22%, EPAC1 antagonist -15% and EPAC1 agonist -1%.
For COc1ccc(CN(CCC(C)C)S(=O)(=O)c2ccccc2Br)cc1 the results were PLK1 PBD inh -3%, Abeta rescue 2%, WRN inhibitor -2%, IL2 activator -0.8, FUS yeast rescue -3%, PI5P4Ka inh 4, EPAC1 antagonist -19% and EPAC1 agonist -8%.
For O=C(c1ccc2nsnc2c1)N1CCN(c2ccc([N+](=O)[O-])cc2)CC1 the results were PLK1 PBD inh -12%, Abeta rescue -51%[inhibitor], WRN inhibitor 4%, IL2 activator -1.2, FUS yeast rescue -12%, PI5P4Ka inh 0, EPAC1 antagonist -10% and EPAC1 agonist -1%.
Screening CCCCCn1cnc2sc(CC)cc2c1=O returned PLK1 PBD inh -5%, Abeta rescue -5%, WRN inhibitor -1%, IL2 activator -1.3, PI5P4Ka inh 9, EPAC1 antagonist 3% and EPAC1 agonist -4%.
Screening COc1cc(C(=O)NCCN=C2NS(=O)(=O)c3ccccc32)cc(OC)c1OC returned PLK1 PBD inh 2%, Abeta rescue -13%, WRN inhibitor 6%, IL2 activator 2.1, FUS yeast rescue 10%, PI5P4Ka inh 1, EPAC1 antagonist 1% and EPAC1 agonist 4%.
For COc1ccc(/C=C/C(=O)c2sc(-c3ccccc3)nc2C)cc1 the results were PLK1 PBD inh -3%, Abeta rescue 5%, WRN inhibitor -5%, IL2 activator 1.2, FUS yeast rescue 7%, EPAC1 antagonist 2% and EPAC1 agonist 2%.
For O=C(c1cccs1)N1CCCN(c2ncnc3scc(-c4ccccc4)c23)CC1 the results were PLK1 PBD inh -3%, Abeta rescue -19%, WRN inhibitor 2%, IL2 activator -2.2, FUS yeast rescue 22%, PI5P4Ka inh 3, EPAC1 antagonist 19% and EPAC1 agonist 14%.
For Cc1cc(Br)ccc1NC(=O)CNC(=O)COc1ccccc1C the results were PLK1 PBD inh 2%, Abeta rescue 12%, WRN inhibitor 0%, IL2 activator -3.3, FUS yeast rescue -6%, PI5P4Ka inh 0, EPAC1 antagonist 10% and EPAC1 agonist -7%.
For Cc1ccccc1C(=O)N=c1ccn(-c2nc3ccccc3nc2NS(=O)(=O)c2ccc(F)cc2)cc1 the results were PLK1 PBD inh -1%, WRN inhibitor 1%, IL2 activator -0.7, FUS yeast rescue -8%, PI5P4Ka inh 0, EPAC1 antagonist -23% and EPAC1 agonist inconclusive.
For O=C(NC1CCCCC1)C(c1ccco1)N(CCc1ccccc1)C(=O)C(F)(F)F (centres undefined) the results were PLK1 PBD inh -7%, Abeta rescue -4%, WRN inhibitor -18%, IL2 activator -2.8, FUS yeast rescue 18%, EPAC1 antagonist 3% and EPAC1 agonist 14%.
Screening Cc1ccccc1NC(=O)c1ccc(COc2ccc3c(C)cc(=O)oc3c2)cc1 returned PLK1 PBD inh inconclusive, Abeta rescue 7%, WRN inhibitor -4%, IL2 activator -0.3, FUS yeast rescue 4%, PI5P4Ka inh 5, EPAC1 antagonist -4% and EPAC1 agonist -9%.
`COc1ccc(C(=O)Nc2ccc(Cl)cc2C(=O)NCc2ccco2)cc1OC` gave PLK1 PBD inh 1%, Abeta rescue 0%, WRN inhibitor -6%, IL2 activator -2.4, FUS yeast rescue 7%, PI5P4Ka inh 2, EPAC1 antagonist -1% and EPAC1 agonist 9%.
For Cc1nnc(SCC(=O)NC(=O)NCCC(C)C)s1 the results were PLK1 PBD inh -9%, Abeta rescue -7%, WRN inhibitor -1%, IL2 activator 2.2, FUS yeast rescue 12%, PI5P4Ka inh 2, EPAC1 antagonist -10% and EPAC1 agonist -2%.
O=C1Nc2ccccc2NC(c2ccc3c(c2)OCO3)=C1N(Cc1ccc(F)cc1)C(=O)c1ccco1 was read as PLK1 PBD inh -4%, Abeta rescue -3%, WRN inhibitor -3%, IL2 activator -1.2, FUS yeast rescue inconclusive, PI5P4Ka inh -1, EPAC1 antagonist -26% and EPAC1 agonist -13%.
CCN1C(=O)/C(=C\N2CCCc3ccccc32)SC1=S was read as PLK1 PBD inh 1%, Abeta rescue -8%, WRN inhibitor -4%, IL2 activator 8.8, FUS yeast rescue 7%, PI5P4Ka inh 4, EPAC1 antagonist -1% and EPAC1 agonist 7%.
Screening Cc1ccccc1CNC(=O)c1cc2ccccc2o1 returned PLK1 PBD inh -7%, Abeta rescue 3%, WRN inhibitor 6%, IL2 activator 0.5, FUS yeast rescue -13%, PI5P4Ka inh -4, EPAC1 antagonist 8% and EPAC1 agonist 8%.
Screening C[C@H](CO)N1C[C@H](C)[C@@H](CN(C)Cc2ccc(Oc3ccccc3)cc2)Oc2ccc(NC(=O)Cn3cnnn3)cc2C1=O returned PLK1 PBD inh 1%, Abeta rescue 2%, WRN inhibitor -5%, IL2 activator -1.6, FUS yeast rescue 1%, PI5P4Ka inh 5, EPAC1 antagonist -6% and EPAC1 agonist 4%.
COc1cccc(C(=O)N2CCCc3ccccc32)c1OC was read as PLK1 PBD inh -17%, Abeta rescue 0%, WRN inhibitor 8%, IL2 activator -1.9, FUS yeast rescue -29%, PI5P4Ka inh 1, EPAC1 antagonist -19% and EPAC1 agonist -1%.
O=C(Nc1cccnc1)C1CC(c2ccccc2O)=NO1 (centres undefined) was read as PLK1 PBD inh -2%, Abeta rescue 22%, WRN inhibitor -6%, IL2 activator -0.9, FUS yeast rescue 5%, EPAC1 antagonist 5% and EPAC1 agonist 3%.
Screening CCc1nc2ccc(C(=O)Nc3cc(-c4ccccc4)ccc3OC)cn2c1N(C=O)CCC(C)C returned PLK1 PBD inh 0%, Abeta rescue -16%, WRN inhibitor 1%, IL2 activator -1.0, FUS yeast rescue 19%, PI5P4Ka inh 8, EPAC1 antagonist -17% and EPAC1 agonist -35%[inhibitor].

Some of these compounds in order of length of the SMILES, ascending.
Screening Cc1ccccc1CNC(=O)c1cc2ccccc2o1 returned PLK1 PBD inh -7%, Abeta rescue 3%, WRN inhibitor 6%, IL2 activator 0.5, FUS yeast rescue -13%, PI5P4Ka inh -4, EPAC1 antagonist 8% and EPAC1 agonist 8%.
O=C(Nc1cccnc1)C1CC(c2ccccc2O)=NO1 (centres undefined) was read as PLK1 PBD inh -2%, Abeta rescue 22%, WRN inhibitor -6%, IL2 activator -0.9, FUS yeast rescue 5%, EPAC1 antagonist 5% and EPAC1 agonist 3%.
For Cc1ccccc1C(=O)N=c1ccn(-c2nc3ccccc3nc2NS(=O)(=O)c2ccc(F)cc2)cc1 the results were PLK1 PBD inh -1%, WRN inhibitor 1%, IL2 activator -0.7, FUS yeast rescue -8%, PI5P4Ka inh 0, EPAC1 antagonist -23% and EPAC1 agonist inconclusive.

High-throughput results as filed in PubChem.
